Source: PubChem BioAssay (several laboratories)
EP2 modulator: modulators of human EP2 prostaglandin E2 receptor; 0.83% of 260,000 active; EP2-expressing cells, cAMP HTRF FRET, PGE2 co-stimulation; induction, % at 25 µM; AID 940;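 active = compounds whose cAMP rise, as percent of the full-agonist control response, exceeds 60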;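 also: rat C6 glioma line stably carrying human EP2 under a CMV promoter; the protocol text gives 20 µM as final concentration; 100% = response of wells given 1 µM PGE2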
p97 ATPase inh: human p97 ATPase inhibition | P55072 | recombinant p97 ATPase, Kinase-Glo ATP luminescence, 3 h | inhibition, % at 8 µM | 0.42% of 220,000 active | AID 1481; in the data active = inhibition above about 15%;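 also: 0% = DMSO vehicle and 100% = wells lacking enzyme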
Target sequence (P55072 whole entry, looked up): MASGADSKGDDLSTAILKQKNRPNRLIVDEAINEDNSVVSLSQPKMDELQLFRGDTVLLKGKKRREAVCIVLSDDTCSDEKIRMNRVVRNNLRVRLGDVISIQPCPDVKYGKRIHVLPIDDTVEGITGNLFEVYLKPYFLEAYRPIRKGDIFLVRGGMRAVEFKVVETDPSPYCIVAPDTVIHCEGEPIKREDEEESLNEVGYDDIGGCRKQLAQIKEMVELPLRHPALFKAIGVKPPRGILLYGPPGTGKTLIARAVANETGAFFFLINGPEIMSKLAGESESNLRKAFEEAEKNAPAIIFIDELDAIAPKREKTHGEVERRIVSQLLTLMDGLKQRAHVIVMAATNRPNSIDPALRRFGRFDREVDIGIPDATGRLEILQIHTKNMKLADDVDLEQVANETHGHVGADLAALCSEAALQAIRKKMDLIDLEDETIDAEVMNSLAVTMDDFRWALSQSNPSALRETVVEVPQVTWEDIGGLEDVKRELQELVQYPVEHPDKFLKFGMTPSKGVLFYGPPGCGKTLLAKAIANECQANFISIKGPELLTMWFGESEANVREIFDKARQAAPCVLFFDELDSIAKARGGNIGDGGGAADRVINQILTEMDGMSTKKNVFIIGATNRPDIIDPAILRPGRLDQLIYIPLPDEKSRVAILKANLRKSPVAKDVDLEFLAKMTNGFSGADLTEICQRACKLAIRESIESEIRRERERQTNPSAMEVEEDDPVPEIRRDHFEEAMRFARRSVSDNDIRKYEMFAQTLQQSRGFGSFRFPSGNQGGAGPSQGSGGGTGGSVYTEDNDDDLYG
PGE2 EP2 inh: inhibitors of human EP2 prostaglandin E2 receptor | C6 glioma cells expressing human EP2, cAMP TR-FRET; cells stimulated with saturating PGE2 | inhibition, % at 25 µM | P43116 | 0.52% of 260,000 active;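 active = percent inhibition above 40 after rounding to a whole number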;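 also: rat C6 glioma host cells with rolipram phosphodiesterase inhibitor present; the protocol text gives 20 µM as final concentration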
NPY1 pot ag: human NPY-Y1 potentiation or agonism, primary screen. P25929. NPY-Y1 expressing cells, potentiator/agonist activation. activation, % at 3.6 µM. 0.37% of 220,000 active; in the data active = activation above about 33%, passing the limit was not always enough;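 also: cells stimulated with NPY at EC10 then isoproterenol at EC100; 0% = low agonist plus stimulus and 100% = saturating agonist plus stimulus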
NPY-Y2 PAM-ag: potentiators or agonists of human neuropeptide Y receptor Y2; P49146; cells expressing NPY-Y2, potentiator/agonist read-out; activation, % at 3.6 µM; 0.45% of 220,000 active; AID 1359; in the data active = activation above about 27%;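 also: cells stimulated with NPY near EC25 plus isoproterenol at EC100; 0% = vehicle plus submaximal agonist and 100% = vehicle plus saturating agonist; some results beyond the cut were filed as inactive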
NPY Y1 blocker: blocks the human neuropeptide Y Y1 receptor | AID 1040 | inhibition, % at 3.6 µM | HEK293-CNG Y1 cells, membrane potential fluorescence; NPY at EC95, then isoproterenol | P25929 | 1% of 200,000 active;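 active = inhibition above the campaign mean inhibition of all tested compounds plus 3 SD, cut at about 20% in these data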;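 also: 0% = DMSO wells given NPY plus isoproterenol and 100% = isoproterenol alone without NPY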
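Assay system: HEK293 cells with Y1 receptor plus CNG channel | Probe or stimulus: NPY (25 nM), isoproterenol (1 µM), Ro 20-1724 (25 µM) | Timing: Compound incubation 1 h at room temperature, readout 45 min post-stimulation | Measured by: Membrane-potential fluorescent dye readout | Benchmarks: High control isoproterenol alone, low control NPY with isoproterenol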
eIF4E-4G inh: blocks eIF4E binding to eIF4G; 0.37% of 220,000 active; inhibition, % at 21.7 µM; AID 782; P63073+Q04637; TR-FRET eIF4E-eIF4GI(517-606) binding, 2 h;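 active = inhibition above about 30%, limit read from the data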;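 also: 0% = full FRET control wells and 100% = background wells lacking eIF4GI fragment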
S1P4 antag: human S1P4 receptor antagonism. S1P4-expressing cells, antagonist mode, reporter read-out. inhibition, % at 4.98 µM. 0.26% of 220,000 active. AID 1510; in the data active = inhibition above about 29%;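 also: 0% = wells stimulated with agonist and 100% = vehicle wells without agonist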
S1P4 agonist: agonists of human S1P4 receptor. O95977. S1P4-expressing cell line, agonist reporter assay. activation, % at 4.98 µM. 0.35% of 220,000 active. AID 1509; in the data active = activation above about 11%;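 also: 0% = DMSO vehicle and 100% = reference agonist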
Starred values were filed as active, the others as inactive; nt = no result given; & = joins results of further samples; [ ] = another dose, or the depositor's remark.

SMILES	EP2 modulator	p97 ATPase inh	PGE2 EP2 inh	NPY1 pot ag	NPY-Y2 PAM-ag	NPY Y1 blocker	eIF4E-4G inh	S1P4 antag	S1P4 agonist
COC(=O)CNc1ccc2c(c1)OCO2	11	2	9	-1	-17	7	-1	-1	1.9
CSc1nc(SCCO)c2sc3nc(-c4ccco4)c4c(c3c2n1)CC(C)(C)OC4	8	7	nt	-4	-21	3	12[fluorescence artefact?]	3	2.5
CC(=O)c1ccc(NC(=O)N2CCN(c3ccc(C)cc3)C(C)C2)cc1 (configuration not stated)	-25	1	0	15	15	-5	2	-9	3.2
COCCNc1nc(-c2ccccc2)nc2ccccc12	10	8	12	22	8	-6	9	-22	0.0
C=CCC(c1ccccc1)N(C(C)=O)c1ccco1 (configuration not stated)	41&45	-1	6&4	-1	0	3	-1	-5	0.9
CCC(=O)n1nc(-c2ccccc2)nc1N	10	0	6	-18	-2	-1	-27	-19	0.9
Clc1ccccc1-c1nnc(CNC2CC2)o1	-5	0	3	-5	12	1	0	-2	-1.5
O=C(CN1C(=O)NC2(CCSC2)C1=O)N1CCN(c2ccc(F)cc2)CC1 (configuration not stated)	nt	3	5	6	9	-8	nt	-10	18*
Nc1ccccc1C#Cc1ccccc1	-12	-5	7	7	12	-2	12	-11	-1.3
N#Cc1cccc(C#N)c1Oc1ccc(S(=O)(=O)Nc2ccc(Cl)cc2)cc1	-41	4	-1	29	26	nt	4	-6	0.8
Cc1cc(C(=O)CSc2nnc(N)s2)c(C)n1-c1c(C)n(C)n(-c2ccccc2)c1=O	12	6	8	-4	-13	-1	-2	-1	-2.5
Cc1c(NC(=O)C(C)OC(=O)c2c3c(nc4ccccc24)CCC3)c(=O)n(-c2ccccc2)n1C (configuration not stated)	29	-3	7	-18	-4	4	3	6	0.0
COc1ccccc1C(=O)Oc1ccc(N2C(=O)CCC2=O)cc1	-4	1	nt	-22	0	6	-2	2	-0.6
O=C(Cn1ccc2ccccc21)Nc1ccc2c(c1)OCO2	-24	5	3	-11	14	4	-8	-1	0.2
CN(C)/C=C(\C#N)S(=O)(=O)c1ccc(Cl)cc1	43	1	7	7	-30	nt	-8	3	-0.9
COc1ccc(N2CCN(C3CC(=O)NC3=O)CC2)cc1 (configuration not stated)	21	0	3	-16	9	-4	2[fluorescence artefact?]	0	0.4
O=C(CO/N=C/c1ccc(OC(F)F)cc1)N1CCc2ccccc21	-8	1	4	-12	-3	0	3	-4	-0.1
Cc1nc(CSc2nnc3scc(-c4ccccc4)n23)cs1	-3	4	8	17	2	1	5	5	1.2
CC(=O)Nc1ccc(S(=O)(=O)N2CCN(C34CC5CC(CC(C5)C3)C4)CC2)cc1	8	5	25	12	12	2	2[fluorescence artefact?]	8	-1.2
COCCN1Cc2cccc(C(=O)Nc3ccc(S(=O)(=O)N4CCCCCC4)cc3)c2C1=O	13	-1	9	0	-10	nt	1	-2	0.3
COc1ccc(OC)c(C2C(C(C)=O)=C(O)C(=O)N2CCc2ccc(OC)c(OC)c2)c1 (configuration not stated)	18&31	-3	9&13	-28	-8	4	-1	-18	-0.6
COc1ccccc1OCc1csc(NC(=O)c2ccco2)n1	-5	4	16	6	4	3	12	-2	-0.9
C=CCNc1nc(N2CCOCC2)nc(N2CCOCC2)n1	10	0	6	-12	2	-4	3	-3	-0.6
CCOC(=O)c1sc2nc3c(cc2c1N)COC(C)(C)C3	-16	2	22	-19	14	-4	-3[fluorescence artefact?]	-21	0.7
Cc1ccc(C)c(Cc2c(C)nc3c(C(=O)N4CCOCC4)cnn3c2C)c1	21	0	10	13	-5	1	2	13	0.2

Reformatted with bars between the fields: part of the list above.
mol | EP2 modulator | p97 ATPase inh | PGE2 EP2 inh | NPY1 pot ag | NPY-Y2 PAM-ag | NPY Y1 blocker | eIF4E-4G inh | S1P4 antag | S1P4 agonist
Cc1nc(CSc2nnc3scc(-c4ccccc4)n23)cs1 | -3 | 4 | 8 | 17 | 2 | 1 | 5 | 5 | 1.2
CC(=O)Nc1ccc(S(=O)(=O)N2CCN(C34CC5CC(CC(C5)C3)C4)CC2)cc1 | 8 | 5 | 25 | 12 | 12 | 2 | 2[fluorescence artefact?] | 8 | -1.2
COCCN1Cc2cccc(C(=O)Nc3ccc(S(=O)(=O)N4CCCCCC4)cc3)c2C1=O | 13 | -1 | 9 | 0 | -10 | nt | 1 | -2 | 0.3
COc1ccc(OC)c(C2C(C(C)=O)=C(O)C(=O)N2CCc2ccc(OC)c(OC)c2)c1 (configuration not stated) | 18&31 | -3 | 9&13 | -28 | -8 | 4 | -1 | -18 | -0.6
COc1ccccc1OCc1csc(NC(=O)c2ccco2)n1 | -5 | 4 | 16 | 6 | 4 | 3 | 12 | -2 | -0.9

Continuation:
SMILES	EP2 modulator	p97 ATPase inh	PGE2 EP2 inh	NPY1 pot ag	NPY-Y2 PAM-ag	NPY Y1 blocker	eIF4E-4G inh	S1P4 antag	S1P4 agonist
Cc1ccc(S(=O)(=O)Nn2c(C)nnc2-n2nc(C)cc2C)cc1	11	0	13	12	-9	2	2	4	1.7
Cc1ccc(NC(=O)CN2CCN(c3ccccn3)CC2)cc1S(=O)(=O)N(C)C	-35	5	5	4	6	1	4	-10	-0.9
CCN(CC)C(=O)CSc1nc2cc3c(cc2c(=O)n1Cc1ccc(OC)cc1)OCO3	-12	-5	3	-1	4	2	7	-17	1.2
COc1ccc(NC(=O)N(CCO)Cc2cc3c(C)cc(C)cc3[nH]c2=O)cc1	-24	1	13	-33	-6	7	4	6	-0.3
CC(C)n1cc(NC(=O)C2CC(c3cccc(Br)c3)=NO2)cn1 (configuration not stated)	-28&-17	-3	10&22	7	-9	-2	-11	0	0.7
Cc1nc2ccccn2c1C(=O)N=Nc1c(O)[nH]c2ccccc12	-6	6	4	4	-2	-2	-3	-37	-0.2
O=c1nccc(Nc2ccccc2)[nH]1	26	2	8	1	-8	nt	1	6	1.8
COc1ccc(-c2nn(CC(=O)NCCc3ccccc3)c(=S)n2C)cc1	27	4	6	-2	4	4	3	6	1.3
CCOc1ccc(C(=O)NCc2cccnc2)cc1[N+](=O)[O-]	-11	-1	3	-8	-8	7	4	3	-1.9
CCOC(=O)c1sc(NC(=O)C2C3C=CC(C3)C2C(=O)O)nc1C (configuration not stated)	2	2	11	30	-1	-1	-10	-2	0.3
Cc1ccc2cc(/C=N/NC(=O)c3ccccc3[N+](=O)[O-])c(Cl)nc2c1	-42	-4	2	-5	4	-2	0	-9	1.0
O=C(CSc1nnc(Cc2ccccc2)n1-c1ccccc1)N1CCOCC1	12	1	6	12	-5	-1	-16[fluorescence artefact?]	-10	-2.1
O=c1c(Cl)c(NCCO)ncn1-c1ccccc1	-12	2	1	1	12	7	11[fluorescence artefact?]	-10	2.0
COc1cc(NC(=O)c2cccc([N+](=O)[O-])c2C)ccc1NC(=O)c1ccco1	0	8	3	-28	1	5	0	-11	-2.1
COc1ccc(NCC(=O)Nc2cc(S(=O)(=O)N3CCOCC3)ccc2N2CCOCC2)c(OC)c1	-7	-10	9	8	-3	nt	-1	-5	-1.8
CCCCSc1nnc2nc(C)cc(C)n12	2	-1	5	-3	1	0	nt	-18	2.1
COc1ccc(-c2nnco2)cc1OC	7	2	8	7	8	-6	-18	-8	0.2
O=c1[nH]c(=O)n(Cc2ccccc2)c2nc(-c3ccco3)cc(C(F)(F)F)c12	56	-3	19	-3	3	6	-32	-11	0.6
CCc1ccc(NC(=O)c2cnc(N3CCN(c4ccccn4)CC3)c3ccccc23)cc1	-8	2	5	-8	-5	6	1	-13	0.4
O=C(C1=C(O)C(=O)N(Cc2ccco2)C1c1ccccc1)c1cccs1 (configuration not stated)	20	-2	13	13	-8	1	0	-5	-0.1
COc1cc(CNCCO)ccc1OC1CCCC1	-2	-2	3	-22	-1	-4	-2[fluorescence artefact?]	2	3.4
CC1CN(c2ccc(Cl)nn2)CC(C)O1 (configuration not stated)	1	-3	4	-16	-3	4	-2	1	0.1
O=[N+]([O-])c1ccccc1/C=N/NC1=NCCCCC1	-1	5	9	-5	10	-1	8	9	-2.4
OC(c1cc(-c2ccc(C(F)(F)F)cc2)nc(C(F)(F)F)c1)C1CCCCN1 (configuration not stated)	-30	-8	54*	40	38	nt	11	25	5.3
COc1ccccc1CN(CC(=O)NCc1ccco1)C(=O)CNS(=O)(=O)c1ccc(C)cc1	-5	0	10	6	8	-5	16	-7	-1.1
SMILES	EP2 modulator	p97 ATPase inh	PGE2 EP2 inh	NPY1 pot ag	NPY-Y2 PAM-ag	NPY Y1 blocker	eIF4E-4G inh	S1P4 antag	S1P4 agonist
O=[N+]([O-])c1ccc(C(O)C(CO)NC(=S)Nc2ccccc2)cc1 (configuration not stated)	0	16*	15	21	7	nt	3	5	-0.4
CC(C)(C)c1ccc(S(=O)(=O)O/N=C2/CCCCC2c2ccc([N+](=O)[O-])cc2[N+](=O)[O-])cc1 (configuration not stated)	44	2	17	-1	-9	2	-7	-15	1.2
Cc1ccc(-c2cc(C(=O)OCC(=O)N(C)C3CCS(=O)(=O)C3)c3ccccc3n2)c(C)c1 (configuration not stated)	-15	2	17	-9	2	2	-1	11	0.7
CCOC(=O)c1[nH]ncc1CN1CCCC(C(=O)c2ccc(OC)c(OC)c2)C1 (configuration not stated)	-39	4	8	15	-5	-1	-2	6	-0.4
CC(C)[C@@H]1NC(=O)c2cc([N+](=O)[O-])cc(F)c2NCCC[C@@H](C(N)=O)NC(=O)[C@H](CO)NC1=O	-3	-2	9	-8	-21	-6	-1	-14	1.8
CC(C)Oc1cccc(C(=O)C2CCCN(C(=O)CCn3cnnn3)C2)c1 (configuration not stated)	4	2	4	1	-10	0	0	-12	-0.2
CCOc1ccc(Nc2nc3cc(S(=O)(=O)CC)ccc3o2)cc1	-22	4	18	30	10	nt	-2	-5	0.8
O=C(CSc1nnc(Cc2ccccc2)o1)NC1CCCCC1	-8	-4	4	-17	-3	1	2[fluorescence artefact?]	-9	1.6
CC(Oc1cc(-c2ccccc2)cc2ccccc12)C(=O)N1CCOCC1 (configuration not stated)	-17	-2	11	-13	-7	2	2	11	-2.6
COc1ccc(-c2nnc(SCc3cc(C)cc(C)c3)o2)cc1	17	3	nt	-31	-12	15	-4	-1	1.0
COC(=O)c1sc(S(=O)(=O)Nc2ccc3cn[nH]c3c2)c(C(=O)OC)c1C	6	3	13	1	-4	-1	-1	-10	-0.6
C/C=C/c1ccc(OCCCNCC(C)O)c(OC)c1 (configuration not stated)	-17	-7	14	-47	-10	4	-13	-36	2.8
COCCCNC(=O)/C=C/c1ccc(Cl)cc1	-28	2	6	-8	-5	2	-5	-2	1.5
COC(=O)c1cc(NC(=O)Cc2ccccc2[N+](=O)[O-])ccc1Cl	1	4	5	2	-10	6	5	5	2.8
O=c1cc(-c2ccccc2)nc2nc[nH]n12	-1	3	8	-19	-6	6	-2	0	-1.5
CCNC(=O)/C(=C/c1cccc([N+](=O)[O-])c1)NC(=O)c1ccc(C)cc1	5	9	8	-1	13	9	-4	-18	0.6
CCc1nnc(NC(=O)CSc2nc(C)c3c(c2C#N)CCCC3)s1	-16	-4	8	5	13	4	-1	-4	0.0
O=C(COc1ccccc1)NCCSCc1ccco1	-4&-27	3	22&14	-35	-12	4	3	-11	-0.5
Cc1nc2cc(C(=O)NCc3ccc4c(c3)OCO4)ccc2n1-c1ccc(Br)cc1	-73	7	16	-47	-7	2	-2	-16	0.9
CC1(C)CC(NNCCC#N)=CC(=[N+]2CCCC2)C1	-9	-5	5	-12	-3	3	5	-2	-2.4
CN1CCN(C2=NCCO2)CC1	-29	-6	7	4	0	nt	-4	0	0.4
Cc1ccc(C(=O)NCC(=O)N2CCN(S(=O)(=O)c3cccs3)CC2)s1	14	0	6	13	3	10	1	-6	1.9

Not all compounds are listed, so the mix of outcomes need not match the whole.
